dFosB activator: mouse delta FosB homodimer activation; P13346; purified delta FosB, TAMRA-CDK5 oligo fluorescence polarization; percent of positive-control signal above neutral wells; activation, % at 25 µM; 340,000 tested, 0.99% active;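 active means mean activation above about 17%, with every replicate also reaching it, limit read from the data, passing the limit was not always enough; inconclusive means only one of the two conditions met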;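 further: fluorescence polarization rise as delta FosB binds a TAMRA Cdk5 AP-1 oligo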
PKA-R2B activ: activators of human PKA-R2B complex; PKA-R2B holoenzyme dissociation, Cy5-IP20 fluorescence polarization; R2B truncated from residue 108, S112A mutant; 0% DMSO only, 100% 113 µM cGMP; activation, % at 11.4 µM; 340,000 tested, 0.079% active;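 active means activation above a cutoff set at the mean over all compounds plus 3 SD, cut at about 18% in these data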;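 further: higher means more holoenzyme dissociation and a rise in polarization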
Arr AP2 block: human beta-arrestin and AP2 interaction inhibition; 340,000 tested, 0.31% active; FITC-arrestin peptide / GST-AP2 beads, flow cytometry; AP2 beta2 appendage carries R879A mutation; inhibition, % at 10 µM; AID 504490;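 active means inhibition above a set limit, near 3 SD of compounds lacking own fluorescence, cut at about 54% in these data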;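 further: plate controls were DMSO wells for no effect and 5 µM unlabelled arrestin peptide for full effect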
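system = GST-tagged AP2 beta2-adaptin appendage (R879A) on 4 µm glutathione beads | reagent = FITC-labelled arrestin peptide probe, 50 nM final | schedule = compound with beads 12 min RT, then probe 1 h RT | signal = HyperCyt-sampled flow cytometry, FL1 channel, ex 488/em 535 nm | read-out = percent response from loss of bead-bound FITC fluorescence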
Mot1-301 SUMO: SUMOylation pathway inhibition by Mot1-301 growth rescue | S. cerevisiae Mot1-301 growth rescue, ATP luminescence, 38.5C; percent above DMSO median, 100 means doubled | growth rescue, % at 18.8 µM | 320,000 tested, 1% active;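 active means every valid replicate shows activation above 250% relative to neutral control wells; inactive means the rest, any valid replicate at or below 250%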;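 further: OY570 slx delta 5 strain wells were the positive control but not used for scaling; some compounds called inactive have numbers as strong as hits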
SR-BI uptake up: enhances SR-BI lipid uptake from DiI-HDL. 320,000 tested, 0.096% active. activation, % at 12.5 µM. CHO ldlA[mSR-BI] cells, DiI-HDL uptake fluorescence, 3 h; 100 = double the neutral-control signal;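 active means mean replicate activation of at least 60% and every replicate at or above 60%; inconclusive means mean or all-replicate condition met, but not both; inactive means mean below 60% and not all replicates reaching 60%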;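 further: 0% = median plate neutral-control signal and 100% = twice that signal; values of inactives mirror those of a sister screen read the other way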
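Test system: SR-BI-overexpressing, LDLR-lacking CHO cells; Medium: Ham's F12 with 0.5% BSA, HEPES 25 mM, pH 7.4; Schedule: 3 h, 37 °C; Technique: bottom-read fluorescence, 550/595 nm.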
Pemphigus Ab inh: inhibitors of pemphigus antibody binding to human desmoglein-3; 310,000 tested, 0.48% active; binding (percent of control), % at 10 µM; DSG3-coupled beads, scFv-anti-DSG3-GFP binding, flow cytometry; active compounds read low;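 active means binding more than 3 SD below its plate's average and above zero; inconclusive means below that plate limit but binding exactly zero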;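 further: hits lower antibody fragment binding to DSG3; some compounds called inactive have numbers as strong as hits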
SR-BI DiI inh: blocks mouse SR-BI lipid uptake from DiI-HDL; Q61009; ldlA[mSR-BI] CHO cells, DiI-HDL uptake fluorescence, 3 h; inhibition, % at 12.5 µM; 320,000 tested, 0.96% active;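 active means mean replicate inhibition of at least 70% and a set share of replicates each scoring 70 or more; inconclusive means meets just one of the two criteria; inactive means fails both criteria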;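 further: 0% = median of neutral control wells and 100% = median of positive control wells; values of inactives mirror those of a sister screen read the other way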
PKA-R1A act: activates the PKA-R1A holoenzyme complex; 340,000 tested, 0.083% active; activation, % at 11.4 µM; P00514+P68181; PKA-R1A dissociation, Cy5-IP20 fluorescence polarization; scaled: DMSO 0%, 113 µM cGMP 100%; AID 504707;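 active means percent activation above the mean of all tested compounds plus 3 SD, cut at about 19% in these data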;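 further: higher means more PKAc released from R1A so a rise in polarization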
MITF act: activators of MITF-driven TRPM1 promoter activity in SK-MEL-5 cells; SK-MEL-5 TRPM1-promoter luciferase, 24 h; % of positive control, neutral wells = 0; activation, % at 12.5 µM; 300,000 tested, 0.75% active; AID 588334;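 active means mean activation of at least 80% with every replicate also reaching 80%; inconclusive means mean reaches 80% but some replicate falls short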;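 further: 0% = neutral control wells and 100% = parthenolide positive control wells; values of inactives mirror those of a sister screen read the other way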
CDK5 p35 inh: CDK5/p35 (human) kinase inhibition. inhibition, % at 10 µM. Recombinant CDK5/p35, ADP-Glo luminescence, 60 min. 330,000 tested, 0.01% active;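 active means highest replicate inhibition of at least 50% and at least 75% of replicates reaching 50%; inconclusive means only one of the two criteria met; inactive means both criteria failed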;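 further: plate controls were DMSO neutral control for no effect and GW8510 at 10 µM for full effect; many of its hits are not listed in these tables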
NSD2 inh: inhibitors of human histone methyltransferase NSD2; inhibition, % at 12.5 µM; 310,000 tested, 0.54% active; O96028; NSD2 peptide methylation, AlphaScreen, 120 min; AID 743445; in the data active means inhibition above about 50%
Target sequence (O96028 whole entry, looked up): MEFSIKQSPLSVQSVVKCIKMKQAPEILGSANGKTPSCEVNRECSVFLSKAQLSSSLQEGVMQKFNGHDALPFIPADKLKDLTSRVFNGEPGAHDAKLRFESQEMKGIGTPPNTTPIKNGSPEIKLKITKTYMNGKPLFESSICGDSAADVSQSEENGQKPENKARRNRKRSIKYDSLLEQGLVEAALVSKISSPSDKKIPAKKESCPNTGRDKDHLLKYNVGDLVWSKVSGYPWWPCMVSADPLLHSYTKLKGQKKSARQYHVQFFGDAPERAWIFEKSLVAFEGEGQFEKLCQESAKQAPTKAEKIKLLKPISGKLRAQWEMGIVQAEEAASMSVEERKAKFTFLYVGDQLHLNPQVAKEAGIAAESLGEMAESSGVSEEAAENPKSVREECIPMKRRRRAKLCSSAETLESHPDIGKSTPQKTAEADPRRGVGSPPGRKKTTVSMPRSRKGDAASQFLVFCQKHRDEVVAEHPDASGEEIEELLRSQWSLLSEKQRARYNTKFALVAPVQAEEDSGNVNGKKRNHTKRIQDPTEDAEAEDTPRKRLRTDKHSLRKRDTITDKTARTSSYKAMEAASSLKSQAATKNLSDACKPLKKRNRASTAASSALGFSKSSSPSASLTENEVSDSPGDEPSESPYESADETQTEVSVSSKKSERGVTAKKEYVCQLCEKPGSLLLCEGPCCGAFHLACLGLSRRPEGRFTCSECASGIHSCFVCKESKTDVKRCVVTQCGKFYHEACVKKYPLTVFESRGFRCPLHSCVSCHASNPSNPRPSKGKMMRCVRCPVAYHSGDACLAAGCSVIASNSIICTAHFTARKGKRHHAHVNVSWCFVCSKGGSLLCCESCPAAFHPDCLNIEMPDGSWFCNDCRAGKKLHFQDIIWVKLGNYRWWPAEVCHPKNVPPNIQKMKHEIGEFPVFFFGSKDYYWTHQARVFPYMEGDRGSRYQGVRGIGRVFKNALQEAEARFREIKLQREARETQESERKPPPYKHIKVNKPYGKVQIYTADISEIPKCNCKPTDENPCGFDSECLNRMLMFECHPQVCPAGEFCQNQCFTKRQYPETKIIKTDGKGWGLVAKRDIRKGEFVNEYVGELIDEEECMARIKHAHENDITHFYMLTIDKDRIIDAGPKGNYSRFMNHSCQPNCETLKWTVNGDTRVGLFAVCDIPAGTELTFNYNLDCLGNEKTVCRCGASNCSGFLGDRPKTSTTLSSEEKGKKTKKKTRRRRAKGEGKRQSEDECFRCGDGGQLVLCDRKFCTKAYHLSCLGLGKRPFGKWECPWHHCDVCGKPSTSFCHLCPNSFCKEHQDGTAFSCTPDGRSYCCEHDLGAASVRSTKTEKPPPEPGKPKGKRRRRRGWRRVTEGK
An asterisk follows results filed as active; ? = inconclusive; / = no result given.

compound	dFosB activator	PKA-R2B activ	Arr AP2 block	Mot1-301 SUMO	SR-BI uptake up	Pemphigus Ab inh	SR-BI DiI inh	PKA-R1A act	MITF act	CDK5 p35 inh	NSD2 inh
CCCCN(C)C(=O)Cn1ncc2c3ccccc3n(CCC)c2c1=O	-12	-12	4	-9	-59	118	59	-9	8	-0.8	-1
CCOc1ccc(NC(=O)N(C2CCCCC2)C(C)c2cccnc2)cc1 (stereo not drawn)	-4	-1	6	16	/	101	/	-11	-1	0.0	/
CC1CCC(C(C)C)C(OCC(O)CN2CCCC(C)C2)C1 (stereo not drawn)	-6	-2	-22	12	-5	114	5	-3	10	3.7	/
CC(=O)NC(CCS(C)(=O)=O)C(=O)Nc1ccccc1Cl (stereo not drawn)	-7	10	-4	7	/	/	/	1	8	-0.3	-2
Nn1c(SCC(=O)Nc2ccccc2F)nc2ccccc2c1=O	4	-2	8	-6	-13	102	13	-2	7	-0.8	2
COCCNC(=O)CSc1ccc(-c2nc3ccccc3[nH]2)cn1	-8	4	-2	3	/	95	/	9	/	2.0	0
CCOc1cccc(-c2c(C(=O)N/N=C/c3ccc(C)s3)nnn2-c2nonc2N)c1	-2	1	-17	44	-16	85	16	-4	16	-0.7	1
O=C(CN1CCCC1c1cccs1)Nc1cccc(S(=O)(=O)N2CCCC2)c1 (stereo not drawn)	-18	-2	0	-16	-42	/	42	0	2	-0.4	3
Cc1cccc(C(=O)NCC(=O)OCC(=O)NC2CCCCC2)c1	-3	-8	-2	-10	7	93	-7	4	1	-2.0	31
Cc1cc([N+](=O)[O-])nn1Cc1c(F)c(F)c(F)c(F)c1F	-4	0	2	134	-7	99	7	6	-6	-0.1	-3
O=C(O)C1CC=CCC1C(=O)NCCc1csc(-c2ccccc2)n1 (stereo not drawn)	1	4	10	0	4	100	-4	4	16	0.0	/
Cc1ccccc1C(=O)N[C@H](C(=O)OCC(=O)c1ccc[nH]1)C(C)C	-1	2	6	-9	-16	93	16	-2	2	-0.3	-1
COc1ccc(NC(=O)CN(C)C(=O)C2CC(=O)N(CCc3ccc(OC)c(OC)c3)C2)cc1 (stereo not drawn)	-3	-1	3	/	7	/	-7	6	3	0.3	-1
COC(=O)C1=CN(Cc2ccc(OC)c(OC)c2)C=C(C(=O)OC)C1c1cccc(O)c1	-4	0	9	-19	25	97	-25	7	4	0.2	-8
COc1cc(OC)c2c(OC)cccc2n1	-1	-12	1	5	-1	98	1	6	-2	0.3	-2
O=C(Nc1ncc(Cl)cn1)c1cccs1	5	9	0	-13	22	105	-22	2	/	2.0	/
COc1ccc2c(c1)c(CC(=O)OC(C)C(=O)N(C)C)c(C)n2C(=O)c1ccc(Cl)cc1 (stereo not drawn)	-7	-1	1	-17	/	110	/	6	-20	-0.5	/
CCCN1C(=O)CC(c2ccco2)Sc2ccccc21 (stereo not drawn)	-7	0	-1	-9	24	101	-24	-1	-13	-5.5	2
O=C1NC(=O)/C(=C\c2ccc(Oc3cnccn3)cc2)S1	-2	-2	6	-19	15	92	-15	-4	27	-1.4	0
COc1ccc(OC)c(NC(=O)CN2CCc3ccccc3C2)c1	-9	6	2	14	-17	88	17	-1	0	2.1	8
Brc1ccc(OCc2nnnn2-c2ccccc2)cc1	-2	8	-18	4	1	102	-1	-8	11	1.8	-3
CCOC(=O)N1CCN(C(=O)C(CC)c2ccccc2)CC1 (stereo not drawn)	9	-6	0	-13	2	96	-2	0	9	-0.3	0
C=CCN1c2ccccc2[C@]23C[C@@H](C(=O)OC)N(C(=O)c4ccco4)C2=NC(C(=O)OC)=C(C(=O)OC)[C@H]13	-7	-7	6	0	14	104	-14	-11	7	1.4	/
Cc1cc(N2CCN(c3ccccc3)CC2)n2ncnc2n1	3	3	11	-6	9	106	-9	4	6	1.2	-1
CCOC(=O)C1=C(C)N(CCO)C(=O)NC1c1cccc(O)c1 (stereo not drawn)	-8	10	-3	267	10	/	-10	3	-12	-1.4	26
O=C(N/N=C/c1ccccc1[N+](=O)[O-])c1cccs1	-6	-4	16	13	4	99	-4	2	/	0.9	0
COc1ccc(C(CNC(=O)c2cc(=O)[nH]c3ccccc23)N2CCCC2)cc1 (stereo not drawn)	-14	-6	6	10	-26	103	26	-5	/	-4.3	-3
O=c1nc2n(c3cccc(Cl)c13)CCCCC2	-3	-8	9	-5	16	109	-16	-2	0	2.6	1
CCCCNC(=O)Cc1coc2ccc3ccccc3c12	-15	-6	7	-10	-28	/	28	-5	/	1.4	0
CCn1c(NC(=O)/C=C/c2ccc(F)cc2)nc2ccccc21	-11	-5	0	12	/	/	/	-8	-6	-0.3	4
CCCCCOc1ccc(C(=O)CCC(=O)N2CCCC2)cc1	-5	12	11	6	-10	72	10	1	-2	-1.1	-1
CCOC(=O)/C(=C/C1=CC(=C/N(C)C)/C(=O)O1)C(C)=O	6	-8	1	-12	17	111	-17	3	/	-3.2	0
Cc1ccc(-c2nc(CS(=O)(=O)CC(=O)Nc3cc(F)ccc3F)c(C)o2)cc1	-5	-6	17	-6	-37	107	37	-19	-7	0.0	/
CCNS(=O)(=O)c1ccc(NC(=O)c2ccccc2SCCOC)cc1	-3	8	-6	-6	-13	101	13	-1	-11	-2.2	-1
CCOC(=O)c1ccc(NC(=O)c2cccc(S(=O)(=O)N3c4ccccc4CC3C)c2)s1 (stereo not drawn)	-17	-8	6	450	-18	99	18	-4	-35	-2.0	-1
O=C(CSc1nnc(-c2cccs2)o1)N1CCCc2ccccc21	-2	-15	24	/	8	109	-8	5	8	1.1	-1
O=c1cc(-c2ccccc2)c2ccc(O)c(CN3CCCCC3)c2o1	1	1	-10	-3	2	101	-2	1	/	-1.0	-1
Cc1c(Cl)cnc(NC(=O)COC(=O)c2nn(C)c(=O)c3ccccc23)c1Cl	-8	1	12	-14	2	98	-2	-1	-3	-1.2	1
CC(CCc1ccccc1)NC(=O)C(=O)c1c[nH]c2ccccc12 (stereo not drawn)	-4	2	6	-30	-6	115	6	-16	-24	1.3	-3
COCCN(C(=S)Nc1ccccc1C)C(C)c1cccs1 (stereo not drawn)	-7	-5	7	-3	8	112	-8	0	-1	4.2	-1
S=C1Nc2cc(Cl)ccc2Sc2ccccc21	-2	4	6	-9	25	91	-25	-6	-1	1.3	2
O=C(COC(=O)CNC(=O)c1ccc2c(c1)OCO2)Nc1ncc(Cl)cc1Cl	-2	-2	-11	2	13	106	-13	4	-9	1.0	-1
CC(=O)[C@H]1CC[C@H]2[C@@H]3CC=C4C[C@@H](O)CC[C@]4(C)[C@H]3CC[C@]12C	-3	-1	-2	110	22	96	-22	-2	-8	0.6	/
Cc1ccc(CNC(=O)CCS(=O)(=O)c2ccc(C)cc2)cc1	-5	11	70*	-9	49	109	-48	7	-7	-0.5	-2
O=C(CSc1ccc(-c2ccccc2)nn1)N1CCOCC1	-6	2	-9	18	12	104	-12	2	29	8.3	-2
CCn1c(SCC(=O)N2c3ccccc3Sc3ccccc32)nc2c1c(=O)n(C)c(=O)n2C	-1	11	-4	39	9	98	-9	-3	5	1.5	23
Cc1cccc(Nc2ncnc3nc[nH]c23)c1C	-13	-14	6	9	17	100	-17	-9	7	2.8	/
CCCN1C(=O)/C(=C/c2c(NCCCOCC)nc3c(C)cccn3c2=O)SC1=S	-5	-9	24	/	3	144	-3	-1	14	0.3	-6
O=C(N1CCOCC1)N(CCN1CCOCC1)Cc1cccc(Cl)c1	5	-8	1	-5	11	/	-11	-13	/	-0.2	4
O=C(Cc1cccs1)Nc1cccc(-c2nc3cc4ccccc4cc3[nH]2)c1	13	-3	17	811*	12	105	-12	-7	79	4.8	1

(cont.)
compound	dFosB activator	PKA-R2B activ	Arr AP2 block	Mot1-301 SUMO	SR-BI uptake up	Pemphigus Ab inh	SR-BI DiI inh	PKA-R1A act	MITF act	CDK5 p35 inh	NSD2 inh
Cc1ccc(C(=O)N/C(=C/c2ccc(-c3cccc([N+](=O)[O-])c3)o2)C(=O)NC(C)C)cc1	-8	-11	-23	18	-83	97	83*	1	6	-0.5	-5
CCOC(=O)C1CCN(C(=O)CS(=O)Cc2nc(-c3ccc(C)cc3)oc2C)CC1 (stereo not drawn)	0	-6	4	57	-11	100	11	0	/	3.5	/
CCNC(=S)NNC(=O)c1ccoc1C	-5	-6	6	5	32	/	-32	-8	7	-1.2	/
O=C(NCCO)c1cccc(S(=O)(=O)N2CCCCC2)c1	-9	-13	7	6	9	76	-9	-14	-11	-1.5	-4
CC(C)(C)c1nc2ccccc2c(=O)n1N1C(=O)c2ccccc2C1=O	-9	-8	2	-4	-24	/	24	9	-10	-2.6	14
Cc1c(Br)c([N+](=O)[O-])nn1CC(=O)NCc1cccnc1	-5	6	7	2	?	100	-69	1	-5	1.1	2
Cc1cc(CNC(=O)Cn2cc([N+](=O)[O-])cn2)c2ccccc2n1	-7	-11	0	-9	7	117	-7	-9	2	1.6	-2
CC1(C(=O)NC2CCCCC2)CCC(=O)N1Cc1cccs1 (stereo not drawn)	-2	3	2	11	/	105	/	-11	0	-2.9	/
CC1(C)Oc2ccc(C(=O)N3CCOCC3)cc2N(CC(=O)N2CCOCC2)C1=O	-9	-5	-1	/	2	90	-2	-2	5	-0.7	-3
Cc1cc(C)c(C)c(S(=O)(=O)N2CCC(C(=O)NCC(c3ccccc3)N(C)C)CC2)c1C (stereo not drawn)	-3	1	28	-4	-20	101	20	-2	12	0.7	7
O=C(NCc1ccco1)c1ccc(S(=O)(=O)N2CCCCC2)cc1	-8	12	43	0	-20	100	20	-1	-6	0.4	1
O=C(c1ccc(Cl)cc1)c1c[nH]c(C(=O)NNc2ccccc2)c1	7	2	15	337*	-4	99	4	-12	2	0.1	0

Source: PubChem (several laboratories)
